Screening results deposited in PubChem by National Center for Advancing Translational Sciences (NCATS).
aSyn tox rescue: rescues yeast growth from alpha-synuclein toxicity | S. cerevisiae alpha-synuclein toxicity rescue, BacTiter-Glo growth, 24 h | Potency, µM (top dose mostly 46.1 µM), inactives show top-dose growth rescue (activation), hits mostly activators | hit rate 0.02% among 94,000 | AID 1347070; active = well fitted activation curve with a large enough effect; inconclusive = small, poorly fitted or top-dose-only effect; note: 0% is about no effect
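Growth restoration measured by BacTiter-Glo luminescence after 24 hr at 30 deg C; alpha-synuclein yeast, raffinose-pregrown to mid-log, were added at OD600=0.02 in galactose medium onto pinned compounds.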
Starred values were filed as active, the others as inactive; ? = inconclusive; & = joins results of further samples; [ ] = another dose, or the depositor's remark. Potency is the fitted concentration of half-maximal effect. A portion of the library. The share of hits here may be higher or lower than overall.

SMILES	aSyn tox rescue
COc1ccc(C(=O)NCC(c2ccc3c(c2)OCO3)N2CCN(c3ccccc3F)CC2)cc1 (stereo unspecified)	-5.5%
COc1ccc(C2c3c(n(C)c4ccccc34)C(=O)N2CC(=O)Nc2cccc(Cl)c2C)cc1 (stereo unspecified)	-3.1%
Cc1ccc(CN2C(=O)c3ccccc3Sc3ccc(C(=O)NCc4ccco4)cc32)cc1	3.7%
COc1ccc(C)cc1Nc1cc(C)nc(C)n1	2.7%
Cc1onc(-c2ccccc2Cl)c1C(=O)Nc1nnc(-c2ccc(Cl)cc2Cl)s1	5.4%
Cc1ccc(N2CC(NC(=O)/C=C\c3ccc4c(c3)OCO4)CC2=O)cc1 (stereo unspecified)	2.6%
COc1ccc(C(C(=O)NC(C)(C)C)N(C(=O)Cn2nnc3ccccc32)c2cccc(C(C)=O)c2)cc1O (stereo unspecified)	1.2%
COc1cc(S(=O)(=O)N2CCCCC2)ccc1NC(=O)c1ccncc1	3.5%
CC(C)(C)NC(=O)CSc1nc(-c2ccc(F)cc2)cc(C(F)(F)F)n1	?
Cc1ccccc1-n1nc(C)c2c(C(=O)NN)cc(-c3ccncc3)nc21	5.4%
Cn1c(SCC(=O)NCC2CCCO2)ncc(C(=O)Nc2ccc(Cl)cc2)c1=O (stereo unspecified)	12.3%
CC(=O)Nc1cccc(C(=O)NNC(=O)c2ccc(NS(=O)(=O)c3cccs3)cc2)c1	-10.3%
O=[N+]([O-])c1cnc(Sc2ccncn2)c([N+](=O)[O-])c1	-74.5%[inhibitor]
O=C(c1cc(Cl)nc2ccccc12)N1CCN(S(=O)(=O)c2cccc(C(F)(F)F)c2)CC1	9.2%
CC(=O)Nc1cccc(NC(=O)c2c(-c3ccccc3)c(-c3ccccc3)nn(C)c2=O)c1	5.9%
COc1ccc(OC)c(-c2nc(CN3CCCCC3c3cccnc3)c(C)o2)c1 (stereo unspecified)	-5.5%
COc1cc(OC)c(NC(=O)Nc2sc3nc4n(c(=O)c3c2C)CCC(C)CC4)cc1Cl (stereo unspecified)	-3.2%
O=C(c1cccc([N+](=O)[O-])c1)N1CCCC(C(=O)N2CCCCCC2)C1 (stereo unspecified)	-4.3%
O=C(c1cccc(N2C(=O)c3ccccc3C2=O)c1)N1CCCC(C(F)(F)F)C1 (stereo unspecified)	-15.1%
Cc1ccc(-n2c(=O)c3ccc(C(=O)NCc4ccccc4Cl)cc3n(Cc3cccc(F)c3)c2=O)cc1	5.3%
CCC(=O)NCCn1ccc2ccccc21	3.2%
CC(C)CCNC(=O)CN1N=C(c2ccc(Cl)cc2)CCC1=O	-5.1%
O=C(c1cc([N+](=O)[O-])ccc1Cl)N1CCN(c2ccccc2)CC1	8.5%
COc1cccc(/C=C2\Oc3cc(OC(=O)N4CCOCC4)ccc3C2=O)c1	-1.6%
COc1ccc(C)cc1N(C)C(=O)CCc1nc(-c2ccccc2F)no1	5.3%
Cn1c2c(c(=O)n(C)c1=O)C(c1cc(Br)ccc1F)CC(=O)N2 (stereo unspecified)	0.6%
CCOC(=O)C(C)Nc1ncnc2onc(C)c12 (stereo unspecified)	1.4%
CCN(CC)c1ccc(/C=C(/C#N)c2nc3ccccc3[nH]2)c(OC(C)C)c1	-13.4%
Cc1ccc2sc(N(Cc3cccnc3)C(=O)CCS(=O)(=O)c3ccccc3)nc2c1C	4.9%
CC(C)CC(=O)NNC(=S)Nc1ccc(S(N)(=O)=O)cc1	5.8%
CCOC(=O)c1ccc(NC(=O)CN(c2ccc(C)cc2)S(=O)(=O)c2ccc(OC)cc2)cc1	-10.6%
CC1Cc2ccccc2N1C(=O)CSc1nc2ccc(NC(=O)COc3ccccc3)cc2s1 (stereo unspecified)	1.3%
CCOc1ccc(S(=O)(=O)NCCC(=O)N(CC)CC(=O)Nc2c(F)cccc2F)cc1	11.0%
CC(C)C(=O)O/N=C1\CCS(=O)(=O)c2sccc21	-4.7%
COc1ccc(N2CC(NC(=O)c3ccc(S(=O)(=O)N4CCCCC4)cc3)CC2=O)cc1OC (stereo unspecified)	-3.8%
CCN(CC(=O)Nc1ccccc1C(F)(F)F)C(=O)CN1C(=O)NC2(CCCCC2)C1=O	3.6%
O=C1C=C(C#Cc2ccc(Oc3ccccc3)cc2)C[C@@H](c2ccc(F)cc2)C1	1.1%
Cc1ccc(NC(=O)C2CCCN(c3ncnc4onc(-c5ccc(F)cc5)c34)C2)c(Cl)c1 (stereo unspecified)	-34.2%[inhibitor]
COc1ccc(C)cc1NS(=O)(=O)c1ccc2c(c1)[C@H]1C=CC[C@H]1[C@@H](c1cccc(Cl)c1)N2	6.0%
COc1ccccc1NC(=O)C(C)OC(=O)Cc1n[nH]c(=O)c2ccccc12 (stereo unspecified)	-4.0%
O=C(NNC(=O)c1ccccc1F)c1ccc(-c2ccccc2Cl)o1	10.3%
O=C(Nc1cccnc1Cl)c1cc(-c2ccc(O)cc2)on1	4.4%
COC(=O)c1ccc(NS(=O)(=O)c2cc3c4c(c2)CCN4C(=O)CC3)cc1	-7.6%
COCCNC(=O)c1cc(Sc2ccc(F)cc2F)nc2ccccc12	10.3%
CCOc1ccc(CCNC(=O)c2cnc3c(-c4ccc(F)cc4)c(C)nn3c2C)cc1	-4.8%
CCCn1nc(C(=O)NNC(=O)c2cc(S(=O)(=O)NC)ccc2Br)c2ccccc2c1=O	-0.7%
CCc1ccccc1NC(=O)CC(c1ccc(F)cc1)N1Cc2ccccc2C1=O (stereo unspecified)	-11.4%
CCCCCC(=O)N1C[C@@H](n2cc(C3CC3)nn2)[C@H](O)C[C@@H]1c1ccc(Cl)cc1	-0.3%

Among those listed so far, these have two or more sulfur atoms.
SMILES	aSyn tox rescue
CC(=O)Nc1cccc(C(=O)NNC(=O)c2ccc(NS(=O)(=O)c3cccs3)cc2)c1	-10.3%
Cc1ccc2sc(N(Cc3cccnc3)C(=O)CCS(=O)(=O)c3ccccc3)nc2c1C	4.9%
CC(C)CC(=O)NNC(=S)Nc1ccc(S(N)(=O)=O)cc1	5.8%
CC1Cc2ccccc2N1C(=O)CSc1nc2ccc(NC(=O)COc3ccccc3)cc2s1 (stereo unspecified)	1.3%
CC(C)C(=O)O/N=C1\CCS(=O)(=O)c2sccc21	-4.7%

(continued)
SMILES	aSyn tox rescue
Cc1cc(C)n2c(SCC#N)nnc2n1	1.3%
COCCn1c(SCC(=O)Nc2ccc(F)cc2)nc2c(c1=O)SCC2	-2.1%
O=C(CCC(=O)N1CCOc2ccccc21)Nc1ccccc1Br	-2.2%
Cc1cc(C)c2c(c1)c(C)cc1nnc(SCC(=O)c3ccc(F)cc3)n12	3.4%
O=C(c1ccccc1)N1CCN(c2cc(Cl)nc3cc(-c4cccc(Cl)c4)nn23)CC1	-19.5%
CCOC(=O)C1CCCN(C(=O)CCS(=O)(=O)c2cc3c(cc2Cl)NC(=O)CO3)C1 (stereo unspecified)	-13.0%
Cc1cccc(-c2nc(SCC(=O)Nc3ccc4c(c3)OCCO4)c(-c3ccccc3)[nH]2)c1	-29.8%
CN(c1ccccc1)S(=O)(=O)c1ccc(C(=O)Nc2cccc(S(=O)(=O)N3CCOCC3)c2)cc1	-3.4%
CC1CCCC(C)N1S(=O)(=O)c1ccc(NC(=O)CCN2C(=O)C3CC=CCC3C2=O)cc1 (stereo unspecified)	1.3%
CC(=O)Cc1nsc(NC(=O)c2ccc(-c3ccc(Cl)c(Cl)c3)o2)n1	-16.0%
O=C(Nc1cc(Cl)cc(Cl)c1)c1ccc(F)c(S(=O)(=O)NC2CCCCC2)c1	7.6%
COc1ccc(CNC(=O)CN2C(=O)CCn3nc(-c4cn(C)c5ccccc45)cc32)cc1	-3.4%

Random excerpt: 3 records from the list, in no set order.
SMILES	aSyn tox rescue
CCOC(=O)C1CCCN(C(=O)CCS(=O)(=O)c2cc3c(cc2Cl)NC(=O)CO3)C1 (stereo unspecified)	-13.0%
Cc1cc(C)n2c(SCC#N)nnc2n1	1.3%
COCCNC(=O)c1cc(Sc2ccc(F)cc2F)nc2ccccc12	10.3%

Next results:
SMILES	aSyn tox rescue
S=C(NCc1cccs1)Nc1cccc(Cl)c1Cl	2.9%
CCN(CC)C(=O)C1=C(C)N(Cc2ccc(C(C)(C)C)cc2)C(=O)C(CC(=O)NCCCCc2ccccc2)C1 (stereo unspecified)	8.0%
Cc1cccc(-n2c(N)cc(=O)nc2SCC(=O)Nc2ccc(F)cc2)c1C	6.7%
O=C(Nc1ccc(NC(=O)c2ccc(Cl)cc2Cl)cc1)c1cccs1	2.9%
COc1cccc(N2CCN(Cc3cc(=O)oc4cc(C)ccc34)CC2)c1	4.7%
Cc1ccc(C(=O)N(C)CC(=O)Nc2ccc(N3CCOCC3)cc2)s1	-3.5%
CCOc1ccccc1OCC(=O)OCC(=O)c1c(C)[nH]c2ccccc12	8.7%
Cc1cc(NC(=O)Cc2ccccc2)cc(-c2nc3ccccc3o2)c1O	-7.2%
Cc1ccc(CNC(=O)c2ccc(CS(=O)(=O)c3ccccc3C)o2)cc1	9.0%
COc1cccc(CNC(=O)CCC(=O)N2CC(C)Oc3ccccc32)c1OC (stereo unspecified)	1.9%
S=c1[nH]c2nc(Cl)c(Cl)nc2[nH]1	-9.8%
CCOc1ccc(CCNC(=O)c2ccc(OCc3c(C)noc3C)cc2)cc1OCC	-5.9%
Cc1cc(C)cc(NC(=O)c2ccc(CNc3c(N4CCCC4)c(=O)c3=O)cc2)c1	-4.7%
COc1ccc(CN2CCNC(=O)C2CC(=O)N(C)C2CCOCC2)cc1OC (stereo unspecified)	-11.1%
C=CCOc1ccc(/C=C2\SC(=S)N(C(C(=O)O)c3ccccc3)C2=O)cc1 (stereo unspecified)	8.7%
c1ccc(N2CCN(Cc3nc4ccccc4[nH]3)CC2)nc1	3.3%
CCN(CC)S(=O)(=O)c1nnc(NC(=O)COc2ccccc2Cl)s1	8.4%
CN(C(=O)CSc1nc2ccc(NC(=O)CCc3ccccc3)cc2s1)c1ccccc1	1.1%
CC(C)CN(CCNC(=O)c1cc(-c2cccs2)nc2ccccc12)CC(C)C	5.4%
Brc1ccccc1/C=N/Nc1nc2ccccc2o1	-12.5%
Cc1csc(NC(=S)NC(=O)c2ccccc2)n1	-10.5%
CCOC(=O)C1CCN(C(=O)c2cccnc2Oc2ccccc2)CC1	-6.9%
CCn1c(CNC(=O)COC)nc2ccccc21	-6.5%
CCc1c(C)sc2c1CCN(Cc1cccc(OC)c1)C2c1ccccc1 (stereo unspecified)	-15.7%
COc1cc(OC)cc(C(=O)NCCc2csc(-c3cccc(C)c3)n2)c1	-11.9%
CCOC(=O)c1c(C)oc2nc(C)nc(NCCCN3CCN(c4ccc(F)cc4)CC3)c12	1.3%
CCOC(=O)c1ccc2c(c1)N(CC(=O)Nc1cc(F)ccc1F)C(=O)c1ccccc1S2	1.8%
Cc1cc(C)n(CCNC(=O)CC2C(=O)NCCN2Cc2ccccc2C(F)(F)F)n1 (stereo unspecified)	-5.5%
Cc1ccc(C)c(N2CCN(C(=O)C3CCCN(Cc4nc(-c5cccc(Cl)c5)oc4C)C3)CC2)c1 (stereo unspecified)	-13.3%
CN(C)S(=O)(=O)c1ccc(NC=O)cc1	-7.0%
Cc1ccc(-n2c(C)nnc2SCC(=O)N2CCOCC2)cc1	7.4%
CCOC(=O)C1=C(COC(=O)COc2ccccc2C(C)C)NC(=O)NC1C (stereo unspecified)	2.0%
CN(Cc1ccon1)Cc1cn(C)nc1-c1ccc2c(c1)OCCO2	-5.9%
Cc1ccnc(N2CCCC(C(=O)Nc3cccc(C)c3C)C2)n1 (stereo unspecified)	2.8%
Cc1ccc2nc(SCc3nc4ccccc4c(=O)[nH]3)[nH]c2c1	-4.4%
O=C(NCCN1CCOCC1)c1cc(-c2ccccc2)nc2ccccc12	-1.3%
COc1cccc(C(=O)N(C)CC(=O)Nc2ccc(F)c(F)c2F)c1	-9.1%
O=C(O)c1nn(CC(=O)N2CCN(c3ncc(C(F)(F)F)cc3Cl)CC2)c(=O)c2ccccc12	6.9%
O=C(NC1CCCCC1)N1CCN(S(=O)(=O)c2ccc(F)cc2)CC1	10.0%
CCOC(=O)c1ccc(NC(=O)C(C)N(c2ccc(OCC)cc2)S(C)(=O)=O)cc1 (stereo unspecified)	12.3%
O=C(NCC(c1ccccc1Cl)N1CCCC1)c1ccc(N2CCCC2=O)cc1 (stereo unspecified)	-41.1%[inhibitor]
COc1cc(OC)cc(C(=O)OCC(=O)Nc2ccc3[nH]c(=O)[nH]c3c2)c1	-2.0%
COCCCN1C(=O)N(c2ccccc2)C(=O)C1CC(=O)Nc1ccc(F)cc1 (stereo unspecified)	-2.5%
Nc1c(C(=O)OCC(=O)Nc2ccc(Cl)cc2[N+](=O)[O-])[nH]c(=O)[nH]c1=O	-1.1%
CCn1c(=O)n(CC)c2cc(N3CCCCC3)c(NC(=O)Nc3ccccc3Cl)cc21	-1.0%
Cc1ccc(F)cc1NC(=O)CCc1c(C)nn(-c2ccc(N3CCOCC3)nn2)c1C	-7.7%
C[C@H](CO)N1C[C@H](C)[C@@H](CN(C)Cc2ccccn2)Oc2ncc(-c3ccccc3)cc2C1=O	-4.1%
Cc1ccc(C(=O)c2cn(Cc3ccc(Cl)cc3)c3nc(C)ccc3c2=O)cc1	1.6%
CCOc1ccc(-c2nnc(SCC(=O)Nc3ccc(C)cc3C)o2)cc1	-3.6%
C=CCSc1n[nH]c(-c2ccc(OCCCC)cc2)n1	-29.1%
O=C(c1ccc2c(c1)N(Cc1ccc(F)cc1)C(=O)c1ccccc1S2(=O)=O)N1CCCCCC1	7.0%
COc1cccc(NC(=O)CSc2ncc(S(=O)(=O)c3ccc(C)c(C)c3)c(=O)[nH]2)c1	-1.9%
COc1cc(NC(=O)C2CCN(c3cnccn3)CC2)cc(OC)c1	2.1%&5.3%
CCCCNc1nc2c(c(=O)n(Cc3ccccc3)c(=O)n2C)n1C	3.3%
